RXFP1 agonist = RXFP1 (human) receptor agonism. Q9HBX9. HEK293T-RXFP1 cAMP TR-FRET, 30 min; response scale: percent of porcine relaxin response, buffer zero. Potency, µM (series often up to 57.5 µM), inactives show at the top dose activation, most hits filed as activators. hit rate 0.3% among 370,000; further: potency means the concentration at half of the fitted maximal effect; on the % scale 0 is the no-effect control and ±100 the full control effect; nearly all actives have a fitted effect of over 60% in size; many of its hits are not listed in these tables
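HEK293 cells stably expressing RXFP1, treated 30 min at 37C with compounds plus PDE4 inhibitor Ro 20174; cAMP measured by HTRF TR-FRET. Normalized to buffer and 29 nM porcine relaxin; EC50 by Hill fit.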
LDHA inh = inhibitors of human lactate dehydrogenase A. P00338. purified LDHA, NADH/diaphorase-resazurin fluorescence; hits give low values. activity change, % (values are at about 110 or 230 µM). hit rate 0.15% among 480,000. AID 1347041; in the data active means activity change below about -30%; inconclusive means mostly about -25% to -30%;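 further: plate controls were DMSO wells for no effect and wells without enzyme for full effect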
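Remaining NADH was detected by diaphorase (0.133 mg/mL) converting 37 µM resazurin to fluorescent resorufin, read at 0 and 20 minutes. The preceding 5-minute room-temperature reaction used 2 nM LDHA, 0.2 mM sodium pyruvate and 0.06 mM NADH at pH 7.4.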
USP1 inh = inhibitors of human USP1/UAF1 deubiquitinase; O94782; recombinant USP1/UAF1, Ub-Rhodamine cleavage fluorescence; Potency, µM (series often up to 57.1 µM), inactives show at the top dose activity change, negative = inhibition, usual class: inhibitors; hit rate 0.23% among 390,000; AID 743255; further: potency means the concentration at half of the fitted maximal effect; on the % scale 0 is the no-effect control and ±100 the full control effect; nearly all actives have a fitted effect of over 60% in size; inactives centre near -12
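1 nM enzyme complex + cpd, 15 min RT; start with Ub-Rho 150nM final; kinetic fluorescence ex 480/em 540, 6 reads q60 s. Buffer 50mM HEPES pH 7.8, 0.5mM EDTA, 0.1 mg/ml BSA, 1mM TCEP, 0.01% Tween-20.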
TrxR1 substrate = is turned over as a substrate by rat TrxR1 | O89049 | purified TrxR1 substrate turnover, NADPH consumption readout | Potency, µM (top dose mostly 114 µM), for inactives: at the highest dose activity change, negative = substrate turnover | hit rate 0.01% among 390,000 | AID 588456; further: potency means the concentration at half of the fitted maximal effect; on the % scale 0 is the no-effect control and ±100 the full control effect; nearly all actives have a fitted effect of over 50% in size
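Rat TrxR1, dispensed at 90 nM, was prereduced with 400 uM NADPH (final) for 5 min at ~22 deg C, then incubated with compound 15 min before 400 uM selenite. A first-read NADPH fluorescence drop versus no-compound background flagged substrates.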
PI4K2A inh = PI4K2A (human) kinase inhibition; Q9BTU6; purified PI4K2A, ADP-Glo luminescence, 1 h; hits give low values; activity change, negative = inhibition, % at 76.9 µM; hit rate 0.13% among 420,000; AID 1346378; in the data active means activity change below about -50%; inconclusive means mostly about -30% to -49%;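 further: -100% = wells without enzyme as full effect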
Target sequence (Q9BTU6 whole entry, looked up): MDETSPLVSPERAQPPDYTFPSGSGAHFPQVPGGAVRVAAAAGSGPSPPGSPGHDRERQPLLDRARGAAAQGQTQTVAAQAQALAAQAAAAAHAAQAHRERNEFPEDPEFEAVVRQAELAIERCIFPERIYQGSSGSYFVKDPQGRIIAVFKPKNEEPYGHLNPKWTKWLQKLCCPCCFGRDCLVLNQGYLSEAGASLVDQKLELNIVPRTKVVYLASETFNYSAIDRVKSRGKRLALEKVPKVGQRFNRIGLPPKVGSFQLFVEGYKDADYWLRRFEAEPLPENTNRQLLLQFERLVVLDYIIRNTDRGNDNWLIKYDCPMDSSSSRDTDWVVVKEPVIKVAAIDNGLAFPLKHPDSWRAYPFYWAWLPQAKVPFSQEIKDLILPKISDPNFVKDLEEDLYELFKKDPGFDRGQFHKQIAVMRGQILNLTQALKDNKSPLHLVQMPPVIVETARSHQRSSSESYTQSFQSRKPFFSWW
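Compounds are screened against recombinant PI4K2A using PI as substrate and ATP, the latter dispensed at 300 microM. Reactions run one hour at ambient temperature before ADP-Glo detection; full inhibition defined by wells lacking enzyme.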
mIDH1 inhibitor = blocks human mutant IDH1 R132H enzyme. O75874. Potency, µM (series often up to 76.6 µM), without a hit: at the top dose activity change, negative = inhibition, most hits filed as inhibitors. IDH1-R132H enzyme, NADPH consumption, diaphorase/resazurin fluorescence. hit rate 0.093% among 390,000; further: potency means the concentration at half of the fitted maximal effect; on the % scale 0 is the no-effect control and ±100 the full control effect; nearly all actives have a fitted effect of over 65% in size
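IDH1-R132H (0.5 ug/mL dispensed) in pH 7.5 Tris buffer was preincubated 30 min with compound, then given a substrate mix of 0.016 mM NADPH and 2 mM alpha-KG for 80 min at room temperature; remaining NADPH was read by diaphorase/resazurin fluorescence.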
Vif-A3F inh = inhibitors of Vif-A3F interaction; HeLa A3F-eYFP + Vif (tagged APOBEC3F with the HIV-1 protein that degrades it), YFP fluorescence increase; Potency, µM (series often up to 46.1 µM), inactives show at the highest dose activity, negative = active; hit rate 0.2% among 390,000; further: potency means the concentration at half of the fitted maximal effect; % of control where 0% means no effect; nearly all actives have a fitted effect of over 65% in size
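Fluorescence increase (Ex 488/Em 500-530) after overnight compound treatment at 37 deg C flags inhibition of Vif-driven A3F-eYFP loss in stable HeLa A3F-eYFP/Vif cells seeded overnight beforehand.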
GRP78 ERSR act = ER stress response induction in glioma. Potency, µM, for the others: top-dose activation, actives largely listed as activators. AID 602332. U87-MG GRP78 promoter luciferase reporter, 16 h. hit rate 0.02% among 420,000; further: potency means the concentration at half of the fitted maximal effect; series mostly up to about 76 µM; % of control where 0% means no effect; nearly all actives have a fitted effect of over 35% in size
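Stably transfected U87-MG glioma cells carrying a GRP78-based luciferase sensor; 16 h compound incubation. Luminescence end-point read 10 min after Bright-Glo addition at room temperature.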
Vif-A3G inh = Vif-A3G binding inhibition; Potency, µM (highest dose often 46.1 µM), for the others: at the highest dose activity, negative = active, most hits filed as inhibitors; hit rate 0.076% among 410,000; Q9HC16; HeLa A3G-eYFP + Vif (tagged APOBEC3G with the HIV-1 protein that degrades it), YFP fluorescence, overnight; AID 602310;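 further: potency means the concentration at half of the fitted maximal effect; on the % scale 0 is the no-effect control and ±100 the full control effect; nearly all actives have a fitted effect of over 60% in size; hits raise eYFP signal because A3G escapes Vif-driven loss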
Target sequence (Q9HC16 whole entry, looked up): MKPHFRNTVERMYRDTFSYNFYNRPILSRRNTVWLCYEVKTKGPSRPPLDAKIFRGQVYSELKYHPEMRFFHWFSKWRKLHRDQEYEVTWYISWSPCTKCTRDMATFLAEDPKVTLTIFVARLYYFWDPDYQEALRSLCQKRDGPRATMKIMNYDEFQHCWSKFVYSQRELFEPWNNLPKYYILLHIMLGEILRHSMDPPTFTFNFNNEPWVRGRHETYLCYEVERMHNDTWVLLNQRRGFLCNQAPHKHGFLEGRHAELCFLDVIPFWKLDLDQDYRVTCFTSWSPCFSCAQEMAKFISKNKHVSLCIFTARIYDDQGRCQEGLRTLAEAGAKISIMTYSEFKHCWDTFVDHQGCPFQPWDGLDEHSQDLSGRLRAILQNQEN
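HeLa cells stably expressing Vif and C-terminally eYFP-tagged A3G, seeded overnight at 37 deg C, then exposed to compound by pintool overnight at 37 deg C. Rise in yellow fluorescence (Ex 488/Em 500-530, Acumen) marks blocked Vif-driven A3G degradation.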
* marks the source's active call; other numbers are inactive results; ? = inconclusive; . = not tested or not shown; & = joins results of further samples; [ ] = remark or other dose. Unless noted, the call rests on the fitted dose curve; in most records, active means well fitted curve in the direction sought with a large enough effect; inconclusive means small, poorly fitted or top-dose-only effect, or another doubt; inactive means no such curve, though single readings can be large; an effect the other way counts as inactive or inconclusive.

SMILES	RXFP1 agonist	LDHA inh	USP1 inh	TrxR1 substrate	PI4K2A inh	mIDH1 inhibitor	Vif-A3F inh	GRP78 ERSR act	Vif-A3G inh
COC(=O)C1=C(c2cccc(NC(C)=O)c2)C[C@@H]2CC[C@H]1N2C	0.8%	0	-31%	3%	-5	9%	1%	-3%	1%
COC(=O)C1=C(c2ccc(F)cc2F)C[C@@H]2CC[C@H]1N2C(=O)NC1Cc2ccccc2C1	0.3%	3	-17%	-5%	6	-23%	-6%	-1%	-5%
CCOc1ccccc1NC(=O)N1CCC2(CC1)OCCO2	-1.1%	-3	-13%	0%	4	3%	9%	-3%	1%
COc1ccc(OC)c(N=Cc2c(O)n(Cc3ccccc3)c(=S)[nH]c2=O)c1	?	9	28µM*	6%[11.4 µM]	0	7%	?	-3%	-18%
COc1ccc(OC)c(NC2=NCCS2)c1	0.1%	-2	-26%	5%	-2	15%	-19%	-2%	4%
CCCCCP(=O)(O)c1ccccc1	-0.5%	-12	0%	3%[57.1 µM]	1	5%	-16%	-1%	1%
O=C1/C(=C\c2cc3c(cc2Br)OCO3)N2CCC1CC2	0.2%	-14	-25%	-4%	-3	0%	23%	-5%	2%
C[C@H](CO)N1C[C@H](C)[C@@H](CN(C)C(=O)Oc2ccccc2)OCc2cnnn2CCCC1=O	.	0	2%	.	3	10%	-4%	-3%	2%
O=C(CSc1nnc(NC(=O)c2ccccc2F)s1)NCc1ccc(F)cc1	-1.4%	-2	-24%	1%	0	-7%	-4%	3%	?
O=C(O)CCn1cc(C=C2C(=O)NC(=O)NC2=O)c(-c2cc3ccccc3oc2=O)n1	-1.9%	-13	-25%	10%[57.1 µM]	-15	12%	-3%	0%	0%
Clc1ccccc1NC1=NCCCS1	3.1%	-4	-21%	2%	1	-1%	-4%	-1%	4%
O=c1[nH]c2ccccc2n1C1CCN(C(c2nnnn2C2CCCC2)C2CC2)CC1 (configuration not stated)	.	-8	.	.	3	.	.	0%	-7%
COc1ccccc1C1SCC(=O)Nc2c1c(C)nn2-c1cccc(C)c1 (configuration not stated)	-0.6%	-7	-7%	5%	4	.	.	.	.
CN1C(=O)CN=C(c2ccc[nH]2)c2cc(Cl)ccc21 (tested in a mixture with another compound)	.	-1	-27%	.	-4	4%	-2%	-1%	-5%
Nn1c(CSc2nc3ccccc3o2)nnc1CSc1nc2ccccc2o1	1.1%	1	-23%	6%	-1	31%[activator]	0%	-5%	-5%
CN(C)c1ccc(CN2CC=C(c3ccc(F)cc3)CC2)cc1	-1.4%	10	-19%	4%	4	6%	1%	-6%	3%
CCC1(c2ccccc2)C(=O)N(C)C(=O)N(C)C1=O	-0.1%	-2	-15%	3%	3	-1%	-2%	-5%	1%
COC(=O)C1=C(c2ccc3ccccc3c2)C[C@@H]2CC[C@H]1N2C(=O)NCC1CC1	1.1%	0	-5%	0%	-1	-8%	7%	-6%	-1%
Cc1ccc(C[n+]2c(-c3ccc(C)cc3)cc(-c3ccc(C)cc3)cc2-c2ccc(C)cc2)cc1	-0.3%	-1	-25%	63%[activator]	-1	40µM*	0%	-10%	3%
CCOP(=O)(OCC)C(NC(=O)c1cccc([N+](=O)[O-])c1)C(Cl)(Cl)Cl (configuration not stated)	2.0%	-1	-5%	3%[57.1 µM]	0	0%	5%	-5%	3%
CCCCn1c(O)c(C(C)=NCc2ccco2)c(=O)[nH]c1=O	4.9%	1	-8%	1%	-7	5%	-8%	-2%	-6%
CC(=O)c1cn(Cc2ccc(C#N)cc2)c2ccccc12	13%	-11	-9%	0%	0	7%	9%	0%	-3%
Cc1ccccc1-[n+]1c(-c2ccccc2)cc(-c2ccccc2)cc1-c1ccccc1	0.0%	-4	-12%	20%	4	-5%	-2%	-6%	-3%
COc1ccc(CNCCc2c[nH]c3ccccc23)c(OC)c1OC	-1.5%	-4	-12%	-1%	-5	-3%	3%	-7%	3%
O=C(c1ccc(Cl)cc1)C1CCCN(Cc2cccc3cccnc23)C1 (configuration not stated)	1.5%	1	-16%	-1%	4	1%	-1%	-5%	7%
O=C1NCCN2CCCC12 (configuration not stated)	-1.1%	2	-9%	6%[57.1 µM]	-4	3%	2%	-3%	1%
C/C=C1\NC(=O)[C@H](C)NC(=O)[C@@H](NC(=O)[C@H](Cc2ccc(O)cc2)NC(=O)[C@@H](NC(=O)/C(C)=C/C)C(C)C)[C@@H](C)OC(=O)[C@H](CCCc2ccc(O)cc2)NC(=O)[C@@H](CCC(=O)O)NC1=O	.	-2	.	.	-4	.	.	-3%	-2%
Cc1cccc(CNCCc2ccccc2)n1	1.1%	-4	-4%	-9%	7	10%	-13%	-4%	1%
O=c1[nH]c(=O)n(Cc2ccccc2)c(O)c1C=NCCCO	0.2%	0	?	-7%	4	17%	-11%	0%	-2%
Cc1cccc(OCCn2cccc2/C=C2/C(=O)NC(=O)N(Cc3ccco3)C2=O)c1	0.9%	-9	-9%	-4%	-21	-16%	-2%	4%	-4%
Cc1ccc(-[n+]2c(Cc3nn(-c4ccccc4)c(C)[n+]3-c3ccc(C)cc3)nn(-c3ccccc3)c2C)cc1	.	-8	?	.	0	-2%	-6%	-5%	1%
O=C(NCCN1CCOCC1)c1ccc(Cl)nc1Cl	0.8%	-2	-16%	3%	2	23%	-4%	-7%	-5%
COC(=O)C1=C(c2cccc(C#N)c2)C[C@@H]2CC[C@H]1N2C(=O)NCC1CC1	-0.7%	-3	-6%	-2%	4	-2%	-1%	-1%	2%
O=c1c2ccccc2nc(-c2ccccc2)n1-c1cccc(O)c1	4.5%	-3	-29%	2%	1	-2%	-1%	0%	0%
Cc1ccc(NP(=O)(Oc2ccccc2F)Oc2ccccc2F)cc1	0.6%	8	-22%	-1%	4	10%	-4%	-1%	-2%
O=C1NC(=O)C(=Cc2ccc(-c3ccc(F)cc3O)o2)C(=O)N1	1.0%	?	-25%	3%	?	-20%	-6%	-9%	?
CC(C)Oc1ccc(C2(C#N)CC[N+](C)(C)CC2)cc1	4.4%	-10	-9%	-10%	-6	1%	8%	-5%	-1%
CCCCn1c(O)c(C(=O)/C=C/c2c[nH]c3ccccc23)c(=O)[nH]c1=O	-0.3%	-1	25µM*	-7%[57.1 µM]	0	-3%	-339%	0%	3.2µM*
C=CCn1c(O)c(/C(C)=N/N2CCN(C)CC2)c(=O)[nH]c1=O	-0.8%	-10	5%	7%[11.4 µM]	-5	9%	-11%	5%	-1%
CC1=NCCc2c1[nH]c1cc(O)ccc21	?	-2	25µM*	222%[activator]	4	5%	?	-3%&-6%&-5%&-4%	8%

Record cards, from the list above. Values in the order: RXFP1 agonist	LDHA inh	USP1 inh	TrxR1 substrate	PI4K2A inh	mIDH1 inhibitor	Vif-A3F inh	GRP78 ERSR act	Vif-A3G inh
O=C1NC(=O)C(=Cc2ccc(-c3ccc(F)cc3O)o2)C(=O)N1 is listed as 1.0%	?	-25%	3%	?	-20%	-6%	-9%	?
Cc1ccc(NP(=O)(Oc2ccccc2F)Oc2ccccc2F)cc1 is listed as 0.6%	8	-22%	-1%	4	10%	-4%	-1%	-2%

Next section.
SMILES	RXFP1 agonist	LDHA inh	USP1 inh	TrxR1 substrate	PI4K2A inh	mIDH1 inhibitor	Vif-A3F inh	GRP78 ERSR act	Vif-A3G inh
COC(=O)C1=C(c2ccc(OC(F)(F)F)cc2)C[C@@H]2CC[C@H]1N2C(=O)NC(C)C	-0.1%	2	?	4%	1	-6%	-5%	-2%	-2%
COc1ccc2cc1Oc1ccc(cc1)C[C@H]1c3cc(c(OC)cc3CCN1C)Oc1c(OC)c(OC)cc3c1[C@@H](C2)N(C)CC3	0.8%	-4	?	-12%	4	3%	1%	2%&-5%	2%
COc1cc(OC)cc(-n2nc(C(=O)N3CCC4(CC3)OCCO4)c3ccccc3c2=O)c1	1.0%	-8	1%	12%[57.1 µM]	12	6%	3%	-1%	-1%
Cc1ccc2c(c1)C1CN(C)CCC1N2C(=O)c1cn(-c2ccccc2)nc1-c1ccccc1 (configuration not stated)	0.1%	-4	-12%	-3%	7	-3%	2%	-2%	?
CN(C)C(=O)Oc1ccc(OCc2n(C)c3ccccc3[n+]2C)cc1	2.5%	-3	3%	0%	1	0%	-1%	-2%	0%
C[C@@H]1CN([C@@H](C)CO)C(=O)CCCn2cc(nn2)CO[C@H]1CN(C)C(=O)Oc1cccc2ccccc12	.	4	?	.	-4	5%	-3%	0%	-6%
Nc1ccc2c3c(cccc13)-c1ccccc1-2	.	15	5.6µM*	-3%	-11	16%	?	4%	?
O=[N+]([O-])c1ccc(NCCO)c2ncccc12	-0.6%	-3	-7%	-23%	4	5%	1%	-4%	1%
Cc1cccc(-n2c(O)c(/C=N/N3CCOCC3)c(=O)[nH]c2=S)c1	-0.1%	-3	-11%	-2%	-5	1%	1%	-5%	-5%
O=C(NC1CC1)C1CSC(c2cccnc2)=N1 (configuration not stated)	0.7%	-5	-1%	6%[57.1 µM]	7	-2%	0%	-5%	-1%
CC(Cc1cnccn1)NCc1c(C(=O)N2CCCCCCC2)nc2ccc(Cl)cn12 (configuration not stated)	-0.2%	-1	-12%	3%	-3	4%	-14%	-4%	-1%
COC(=O)C1C(OC(=O)c2ccccc2)CC2CCC1N2C (configuration not stated)	1.5%	-8&-13	3%&-12%	2%&-1%	4&-1	11%&0%	-4%&3%	1%&-4%&-1%&-2%	-1%&-2%

Only part of the results is shown (hit frequency here may not be typical).
